# Screens as filed in PubChem BioAssay.
# mIAP act – mouse IAP activation; muIAP, CDP-Star luminescence, 30 min; hits give high values; 1 = vehicle-only enzyme signal, 0 = enzyme-free wells; 0.24% of 330,000 active; AID 2805; activation factor at 10 µM;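 active means activation factor of at least 2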; further: the source names both 10 and 20 µM as test concentration; values of inactives mirror those of a sister screen read the other way
#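 System: Mouse IAP enzyme | Also added: CDP-Star substrate | Dosing: Compounds dispensed in DMSO | Schedule: 30 min enzyme-substrate-compound incubation at room temperature | Technique: Chemiluminescence readout | Control set: DMSO-only wells and no-enzyme negative control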
# APOBEC3G inh – inhibitors of human APOBEC3G DNA deaminase | recombinant A3G, ssDNA deamination FAM/TAMRA fluorescence | inhibition, % at 20 µM | 0.28% of 330,000 active | AID 493012;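 active means inhibition of at least 40% at 20 µM, with no more than 30% in the related APOBEC3A deaminase screen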;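 further: plate controls were DMSO wells with A3G for no effect and wells lacking A3G enzyme for full effect; some compounds called inactive have numbers as strong as hits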
# Target sequence (Q9HC16 whole entry, looked up): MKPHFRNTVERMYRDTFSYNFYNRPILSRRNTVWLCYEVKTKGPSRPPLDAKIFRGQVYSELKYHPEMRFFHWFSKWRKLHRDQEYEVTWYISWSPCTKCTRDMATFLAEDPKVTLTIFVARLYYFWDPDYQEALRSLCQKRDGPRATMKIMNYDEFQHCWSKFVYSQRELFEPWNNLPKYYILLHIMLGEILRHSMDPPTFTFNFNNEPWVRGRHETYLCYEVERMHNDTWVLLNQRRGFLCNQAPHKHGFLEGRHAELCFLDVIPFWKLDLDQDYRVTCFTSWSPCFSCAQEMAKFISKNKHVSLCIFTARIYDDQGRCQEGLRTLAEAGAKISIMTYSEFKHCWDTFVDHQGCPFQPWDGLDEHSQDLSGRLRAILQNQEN
# A3A deaminase – blocks human APOBEC3A ssDNA deamination | P31941 | recombinant A3A, FAM/TAMRA ssDNA deamination fluorescence | inhibition, % at 20 µM | 0.41% of 330,000 active;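 active means at least 40% inhibition at 20 µM here, with at most 30% in a related deaminase screen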;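 further: plate controls were A3A with DMSO for no effect and wells lacking A3A enzyme for full effect; some results filed as inactive read as strong as hits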
# NLRP3 yeast inh – inhibitors of NALP3 inflammasome in yeast | Yeast reconstituted NLRP3/ASC/caspase-1, beta-gal luminescence, 24 h | inhibition, % at 10 µM | 0.39% of 330,000 active;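 active means inhibition of 50% or more; inactive means inhibition below 50%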;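 further: plate controls were induced DMSO wells for no effect and uninduced yeast grown without galactose for full effect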
# hIAP inh – blocks human intestinal alkaline phosphatase; P09923; purified IAP, CDP-Star luminescence, 30 min; inhibition, % at 10 µM; 0.12% of 330,000 active;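 active means inhibition reaching a set limit with compound at 10 µM in the primary screen, cut at about 35% in these data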;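 further: plate controls were DMSO wells with enzyme for no effect and no-enzyme buffer wells for full effect; values of inactives mirror those of a sister screen read the other way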
# Target sequence (P09923 whole entry, looked up): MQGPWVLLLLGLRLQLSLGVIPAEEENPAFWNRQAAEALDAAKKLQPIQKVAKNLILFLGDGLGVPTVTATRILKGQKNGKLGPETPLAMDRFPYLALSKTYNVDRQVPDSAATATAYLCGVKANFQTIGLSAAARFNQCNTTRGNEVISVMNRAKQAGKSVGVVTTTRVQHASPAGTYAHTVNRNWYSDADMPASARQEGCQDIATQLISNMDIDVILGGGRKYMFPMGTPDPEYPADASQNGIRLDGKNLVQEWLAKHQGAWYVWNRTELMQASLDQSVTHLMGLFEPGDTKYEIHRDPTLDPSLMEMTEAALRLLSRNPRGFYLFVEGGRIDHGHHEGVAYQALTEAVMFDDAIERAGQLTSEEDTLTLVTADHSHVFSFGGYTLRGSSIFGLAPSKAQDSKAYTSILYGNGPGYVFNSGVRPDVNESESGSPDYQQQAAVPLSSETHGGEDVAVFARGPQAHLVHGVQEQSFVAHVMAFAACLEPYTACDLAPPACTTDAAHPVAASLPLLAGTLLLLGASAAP
# mIAP inh – mouse IAP inhibition; purified mouse IAP, CDP-Star luminescence, 30 min; inhibition, % at 10 µM; 0.2% of 330,000 active;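 active means inhibition of at least 40% at 10 µM in the primary screen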;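 further: plate controls were DMSO with enzyme for no effect and no enzyme wells for full effect; values of inactives mirror those of a sister screen read the other way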
# TIM10 inh – inhibits growth of TIM10 yeast strain; inhibition, % at 10 µM; AID 463195; S. cerevisiae TIM10 strain growth, BacTiter-Glo luminescence, 24 h; 1.4% of 330,000 active;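 active means inhibition of 40% or more at the single tested concentration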;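 further: wild-type TIM10 isogenic control strain grown at permissive 25 °C; 0% = DMSO yeast wells and 100% = minimal medium wells without yeast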
# MIN6 prolif – inducers of beta-cell replication in MIN6 cells; AID 2380; MIN6 cells proliferation, ATPlite luminescence, 48 h; cells starved in 0.2% serum; 100% = growth in 10% serum; 0.29% of 330,000 active; proliferation, % at 10 µM;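 active means compounds whose signal lies at least 3.5 SD above the mean of all wells on their plate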;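 further: 0% = DMSO-treated cells in low-serum medium and 100% = 10% serum control; some compounds called inactive have numbers as strong as hits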
# tim10-1 inh – growth inhibitors of tim10-1 mutant yeast | AID 463190 | inhibition, % at 20 µM | S. cerevisiae tim10-1 ts strain growth, BacTiter-Glo, 24 h | 2.2% of 330,000 active;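 active means inhibition of at least 40%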;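 further: mutant grown at 25 °C; 0% = DMSO wells with yeast and 100% = wells holding no yeast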
# * marks the source's active call; other numbers are inactive results.
# The opening 4 compounds, to show the layout:
SMILES,mIAP act,APOBEC3G inh,A3A deaminase,NLRP3 yeast inh,hIAP inh,mIAP inh,TIM10 inh,MIN6 prolif,tim10-1 inh
O=C(NCCCN1CCN(c2cccc(Cl)c2)CC1)c1cccc(N2CCCC2=O)c1,0.88,-4,-2,-12,-14,12,-12,2,1
CCc1noc(C)c1C(=O)N1CCCC(CCC(=O)NCc2cccc(OC)c2)C1 (stereo not drawn),0.94,-9,-4,-9,10,6,4,1,2
O=C(COc1ccc(F)cc1)Nc1ccc(S(=O)(=O)Nc2ncccn2)cc1,1,-12,7,1,-11,-3,1,4,1
Cc1ccc(C)c(S(=O)(=O)N2CCN(C(=O)c3ccc4ccccc4n3)CC2)c1,0.96,-5,-1,1,14,4,19,5,17

# Main list, repeating the preview:
SMILES,mIAP act,APOBEC3G inh,A3A deaminase,NLRP3 yeast inh,hIAP inh,mIAP inh,TIM10 inh,MIN6 prolif,tim10-1 inh
O=C(NCCCN1CCN(c2cccc(Cl)c2)CC1)c1cccc(N2CCCC2=O)c1,0.88,-4,-2,-12,-14,12,-12,2,1
CCc1noc(C)c1C(=O)N1CCCC(CCC(=O)NCc2cccc(OC)c2)C1 (stereo not drawn),0.94,-9,-4,-9,10,6,4,1,2
O=C(COc1ccc(F)cc1)Nc1ccc(S(=O)(=O)Nc2ncccn2)cc1,1,-12,7,1,-11,-3,1,4,1
Cc1ccc(C)c(S(=O)(=O)N2CCN(C(=O)c3ccc4ccccc4n3)CC2)c1,0.96,-5,-1,1,14,4,19,5,17
COc1cc(NC(=O)C2CC2)c(C(=O)O)cc1OC,1,-3,-3,6,-24,-4,-8,-4,6
O=C(NCC(=O)N(c1cccc(F)c1)C(C(=O)NC1CCCC1)c1ccco1)c1ccco1 (stereo not drawn),1,-4,1,-3,-11,-2,15,-1,0
CN(Cc1ccccc1)C(=O)CN1C(=O)c2ccccc2C1=O,1,-7,-3,0,11,-4,-2,-1,6
O=C(COC(=O)c1cccs1)c1ccc2ccccc2c1,1,0,2,25,-2,0,13,-4,7
O=C(c1ccc(OC2CCN(Cc3cccc(OCCO)c3)CC2)cc1)N1CCCC1,1,-8,-6,2,-32,-2,0,2,4
OCc1ccccc1N=c1ssnc1Cl,0.94,1,-1,7,-18,6,10,-7,28
COc1ccc(-c2oc(=O)c3cc(OC)c(OC)cc3c2/C=C/c2ccc([N+](=O)[O-])cc2)cc1,0.93,-6,1,-2,15,7,4,-5,11
Cc1cccc2cc(CN(Cc3ccc(F)cc3)C(=O)N3CCOCC3)c(=O)[nH]c12,1.1,-9,-5,7,-1,-7,16,-3,17

# Reprinted from the part before: five entries, followed by the next part.
SMILES,mIAP act,APOBEC3G inh,A3A deaminase,NLRP3 yeast inh,hIAP inh,mIAP inh,TIM10 inh,MIN6 prolif,tim10-1 inh
O=C(COC(=O)c1cccs1)c1ccc2ccccc2c1,1,0,2,25,-2,0,13,-4,7
O=C(c1ccc(OC2CCN(Cc3cccc(OCCO)c3)CC2)cc1)N1CCCC1,1,-8,-6,2,-32,-2,0,2,4
OCc1ccccc1N=c1ssnc1Cl,0.94,1,-1,7,-18,6,10,-7,28
COc1ccc(-c2oc(=O)c3cc(OC)c(OC)cc3c2/C=C/c2ccc([N+](=O)[O-])cc2)cc1,0.93,-6,1,-2,15,7,4,-5,11
Cc1cccc2cc(CN(Cc3ccc(F)cc3)C(=O)N3CCOCC3)c(=O)[nH]c12,1.1,-9,-5,7,-1,-7,16,-3,17
COc1ccccc1OCC(=O)NCCc1nc2ccccc2[nH]1,1,-1,3,22,-11,0,7,-1,-3
CC12c3ccccc3C(c3ccccc31)C1C(=O)N(Cc3cccnc3)C(=O)[C@H]12 (stereo partly drawn),1,-4,1,19,13,-2,20,0,27
Cc1ccc(C(CC(=O)N2CCCC2)c2ccccc2)c(O)c1C (stereo not drawn),0.94,-3,-1,21,13,6,72*,-2,41*
CC(C)(C)NC(=O)CN(Cc1ccc2c(c1)OCO2)C(=O)CNS(=O)(=O)c1ccc(F)cc1,1,-3,-6,3,-28,0,-14,7,-4
C[C@@H](C(=O)Nc1cccc(S(=O)(=O)N2CCOCC2)c1)N1C(=O)C2CC=CCC2C1=O (stereo partly drawn),0.9,-7,0,-4,-9,10,23,-1,-6
COc1ccccc1N1CCN(C2CCCN(C(=O)CCC(C)=O)C2)CC1 (stereo not drawn),1.1,0,4,11,8,-5,-4,-2,9
Cc1cccc(-n2nc(CC#N)c(C#N)c2N)c1,1,-6,-6,32,-5,-4,-2,-1,13
Cc1cc(C)c(S(=O)(=O)N2CCN(C(=O)c3ccc4c(c3)OCO4)CC2)c(C)c1,0.95,-13,-3,19,0,5,17,1,11
CCOC(=O)c1oc2ccccc2c1NC(=O)COc1ccc(F)cc1,0.94,-2,1,15,1,6,1,9.7*,10
O=C(NCc1ccco1)c1ccc2c(c1)C(=O)N(C1CCCCC1)C2=O,1.1,0,0,1,4,-5,1,-1,17
Cc1nc(SCC(=O)c2cccc([N+](=O)[O-])c2)n[nH]1,0.99,-9,-14,-13,-7,1,-7,3,-7
O=C(CSc1nc2ccccc2c(=O)n1Cc1ccccc1)NCc1ccco1,1,-4,0,5,3,-3,6,1,15
COc1cccc(Nc2cc(N3CCOCC3)c3nonc3c2[N+](=O)[O-])c1,0.97,-7,0,13,-18,3,8,2,15
O=C(NCC1CCCO1)c1ccc(CSCc2cccc(F)c2)o1 (stereo not drawn),1.1,-2,2,3,-17,-5,-5,0,-5
COc1ccc(C(=O)NCCSc2ccc(C)cc2)cc1,0.99,-10,-6,31,-3,1,-20,1,30
Cc1nnc(NC(=O)c2ccccc2F)s1,1,-1,2,24,-7,-1,-1,-3,-12
O=C(N/N=C/c1cc([N+](=O)[O-])ccc1O)Nc1ccccc1,0.9,-5,1,11,2,10,9,0,7
COC(=O)c1sccc1NC(=O)Nc1ccc(C)cc1,1,-3,-2,22,19,-2,16,-5,28
Cc1cccc(C)c1NC(=O)COC(=O)c1c(C)nn(-c2ccccc2)c1C,1.1,-3,15,8,-14,-9,5,-3,21
COc1ccc2cc3cc(C(=O)N4CCN(C5CCCCC5)CC4)oc3nc2c1,0.98,0,3,20,-26,2,64*,-5,23
NC(=O)c1cc[n+](CC(=O)c2ccc(NC(=O)c3ccccc3)cc2)cc1,1,-10,-5,20,23,0,17,3,-1
CC1CCc2nn(CC(=O)NC3CCCC(C)C3C)cc2C1 (stereo not drawn),1.1,-8,1,19,12,-5,5,-2,12
Cc1cc(C)cc(SCc2noc(C(=O)NC(C)C)c2C(=O)O)c1,1.1,-12,-7,7,3,-14,4,1,-2
CC(C)CC(NC(=O)c1ccco1)C(=O)Nc1ccc2c(c1)OCCO2 (stereo not drawn),1,-6,-1,12,19,-1,9,-4,11
COC(=O)[C@]1(S(=O)(=O)c2ccccc2)C[C@@H]2ON=C(c3ccc(OC)cc3)[C@@H]2C1,0.93,4,2,-9,3,7,18,1,35
CN1C(=O)C(O)(c2nnc(-c3ccccc3)o2)c2ccccc21 (stereo not drawn),1.2,-6,-2,24,-13,-16,-6,1,-13
CC(C)CNC(=S)NNC(=O)c1csc2c1CCC(C)C2 (stereo not drawn),0.95,-3,0,29,-20,4,30,-2,30
CCC(=O)Nc1ccc(NC(=O)CSc2nnc(C(C)C)n2C)cc1,0.91,2,0,13,6,9,-1,3,11
COc1ccc(CCNc2c3ccccc3nc3ccccc23)cc1OC,1.2,-4,5,5,8,-22,-6,1,-20
CC(C)(C)C(=O)Nc1nnc(CSCc2ccccc2F)s1,1,-7,-2,20,8,0,9,-2,28
Cc1cc(-c2ccc(Br)cc2)n[nH]1,0.94,20,1,-8,7,6,-2,-1,0
COc1cccc(C(=O)Nc2ccc(-n3nncc3C(C)(C)C)cc2)c1,0.9,0,4,14,-5,10,22,0,34
Cc1c(C(=O)O)sc2ncnc(N3CCCCC3C)c12 (stereo not drawn),1,1,1,-6,-3,-3,-13,1,11
COc1ccc(C(=O)NCc2ccc(Cl)cc2)cc1S(=O)(=O)N1CCCC1,1.1,-7,3,13,-3,-9,-8,-4,21
Cc1cc(NS(=O)(=O)c2ccc(NC(=O)Cc3ccccc3)cc2)nc(C)n1,1,-9,-4,-1,1,-2,2,-2,-20
Fc1cc(F)cc(NC(=S)NCCCN2CCOCC2)c1,1.1,-1,-3,13,-12,-6,-1,-3,3

# Full records, quoted from the list. Screens in order: mIAP act	APOBEC3G inh	A3A deaminase	NLRP3 yeast inh	hIAP inh	mIAP inh	TIM10 inh	MIN6 prolif	tim10-1 inh
# Record of Cc1cc(NS(=O)(=O)c2ccc(NC(=O)Cc3ccccc3)cc2)nc(C)n1 → 1	-9	-4	-1	1	-2	2	-2	-20
# Record of COc1ccc(C(=O)NCc2ccc(Cl)cc2)cc1S(=O)(=O)N1CCCC1 → 1.1	-7	3	13	-3	-9	-8	-4	21
# Record of Cc1c(C(=O)O)sc2ncnc(N3CCCCC3C)c12 (stereo not drawn) → 1	1	1	-6	-3	-3	-13	1	11

# New compounds follow
SMILES,mIAP act,APOBEC3G inh,A3A deaminase,NLRP3 yeast inh,hIAP inh,mIAP inh,TIM10 inh,MIN6 prolif,tim10-1 inh
Cc1cc(NC(=O)CSc2ccc3nnc(-c4ccc(F)cc4)n3n2)no1,0.74,-3,4,13,-13,26,-7,-2,9
CCOC(=O)Cc1nn(Cc2nc(-c3ccc(C)cc3)cs2)c(=O)c2ccccc12,1,-11,-3,14,-10,-1,17,-2,11
Cc1ccccc1NC(=O)Nc1ccccc1N1CCCCC1,1.5,-8,-2,-7,-17,-55,-4,-5,-3
CCCCN(C)CCNC(=O)Cn1c(=O)sc2ccccc21,0.93,8,0,4,0,7,4,-2,16
